Tb PYK inh = T. brucei pyruvate kinase inhibition | Potency, µM (top dose mostly 76.8 µM), for inactives: at the top dose activity, negative = inhibition, hits mostly inhibitors | Q57TT1 | TbPYK enzyme, Kinase-Glo Plus ATP luminescence, 45 min | 410,000 tested, 0.12% active; also: potency is read from the fitted curve at half-maximal effect; nearly all actives have a fitted effect of over 50% in size
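TbPYK + substrate in 50 mM TEA pH 7.2, 100 mM KCl, 10 mM MgCl2, 0.05% BSA, 0.01% Tween-20; cpd pinned; ADP 130 uM final; 45 min RT; Kinase-Glo Plus 10 min; luminescence endpoint.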
AMA1 RON2 block = disrupts binding of P. falciparum AMA1 to RON2 | Potency, µM (doses to about 58.2 µM), inactives show top-dose activity change, negative = inhibition, usual class: inhibitors | AlphaScreen AMA1-biotinylated RON2 peptide binding | 360,000 tested, 0.2% active;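 also: potency is read from the fitted curve at half-maximal effect; 0% = vehicle wells and -100% = peptide control; nearly all actives have a fitted effect of over 45% in size; some results filed as inactive show a strong effect at the top dose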
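AMA1 (3D7) with his tag at 25 nM final met compounds first, then biotinylated RON2 peptide at 25 nM; detection used donor plus acceptor beads, 10 µg/mL apiece, read by AlphaScreen after 30 min at room temperature.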
AmpC no deterg = inhibitors of E. coli AmpC beta-lactamase without detergent; P00811; AmpC nitrocefin hydrolysis, absorbance 480 nm, 0.0001% Triton; Potency, µM (series often up to 57.1 µM), for the others: top-dose activity change, negative = inhibition, hits mostly inhibitors; 330,000 tested, 0.52% active; AID 485341;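 also: potency is read from the fitted curve at half-maximal effect; plate controls were no compound for no effect and no enzyme for full effect; nearly all actives have a fitted effect of over 20% in size; some results filed as inactive show a strong effect at the top dose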
Target sequence (P00811 whole entry, looked up): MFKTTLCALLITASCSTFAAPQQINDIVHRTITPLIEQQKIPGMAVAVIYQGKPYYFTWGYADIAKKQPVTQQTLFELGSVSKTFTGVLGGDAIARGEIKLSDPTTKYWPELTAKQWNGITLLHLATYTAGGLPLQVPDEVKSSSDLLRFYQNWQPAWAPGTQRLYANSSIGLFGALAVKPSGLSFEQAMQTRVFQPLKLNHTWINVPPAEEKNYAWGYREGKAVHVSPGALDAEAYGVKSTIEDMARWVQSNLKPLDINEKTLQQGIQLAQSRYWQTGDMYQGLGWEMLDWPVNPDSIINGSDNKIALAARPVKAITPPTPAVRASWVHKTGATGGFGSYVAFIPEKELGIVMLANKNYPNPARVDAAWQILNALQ
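20 mM phosphate pH 7.0 + 0.01% (detergent screen) or 0.0001% Triton X-100; 5.3 nM AmpC reagent; cpd preinc 15 min RT; nitrocefin (800 uM stock) to start; A480 q20 s × 4 min; Activity was normalised to no-enzyme and no-compound control wells.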
LmPK inh = blocks Leishmania mexicana pyruvate kinase activity | Q27686 | purified LmPK, Kinase-Glo ATP luminescence, 1 h | Potency, µM (series often up to 57.5 µM), for inactives: at the top dose activity change, negative = inhibition, usual class: inhibitors | 290,000 tested, 0.37% active | AID 1721; also: potency is read from the fitted curve at half-maximal effect
Target sequence (Q27686 whole entry, looked up): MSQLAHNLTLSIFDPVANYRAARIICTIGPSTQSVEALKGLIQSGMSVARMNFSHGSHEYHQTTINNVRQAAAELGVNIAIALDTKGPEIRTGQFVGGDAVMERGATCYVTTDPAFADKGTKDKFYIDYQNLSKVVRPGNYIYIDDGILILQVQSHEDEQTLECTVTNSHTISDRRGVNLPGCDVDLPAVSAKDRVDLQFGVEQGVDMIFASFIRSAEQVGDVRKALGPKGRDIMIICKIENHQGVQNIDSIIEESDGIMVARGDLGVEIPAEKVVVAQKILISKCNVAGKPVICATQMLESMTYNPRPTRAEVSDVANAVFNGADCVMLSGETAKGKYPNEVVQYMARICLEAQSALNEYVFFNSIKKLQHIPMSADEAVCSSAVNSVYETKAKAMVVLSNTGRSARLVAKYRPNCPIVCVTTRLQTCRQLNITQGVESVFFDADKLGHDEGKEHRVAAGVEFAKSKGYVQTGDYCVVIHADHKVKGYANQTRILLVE
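0.1 nM LmPK, 0.5 mM PEP, 0.1 mM ADP; 50 mM imidazole pH 7.2, 7 mM MgCl2, 50 mM KCl; 1 h RT. Kinase-Glo luminescence readout, normalized to no-enzyme (full inhibition) and uninhibited wells.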
HCV inhibitor = inhibitors of hepatitis C virus infection; Huh7.5.1 HCVcc-Cre infection, luciferase reporter, 44 h; Potency, µM (highest dose often 41.8 µM), for the others: at the highest dose activity change, negative = inhibition, usual class: inhibitors; 340,000 tested, 3.4% active; also: potency is read from the fitted curve at half-maximal effect
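Infectious HCV cell culture screen: compound-treated cells (1,000/well, pre-plated 4 h) are infected with HCVcc-Cre at roughly 0.5 moi and grown 44 h. Infection is quantified by luciferase signal after 15 min substrate incubation at room temperature.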
HCMV inh = inhibitors of human cytomegalovirus. HFF cells, HCMV-luciferase reporter, 72 h; hits give low values. activity change, negative = inhibition, % at 57.5 µM. 410,000 tested, 4.5% active; in the data active = activity change below about -60%; inconclusive = no clear call, values can overlap the other calls; inactive = above about -39%
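After 16 h attachment at 37C, HFF cells received test compound and HCMV-luciferase (1 PFU/cell); reporter luminescence read 72 h later, data normalized against buffer-only and known inhibitor Salinomycin.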
AmpC inh detg = blocks E. coli AmpC beta-lactamase in detergent assay; P00811; AmpC hydrolysis of nitrocefin, absorbance 480 nm, 0.01% Triton; Potency, µM (top dose mostly 114 µM), without a hit: at the top dose activity change, negative = inhibition, actives largely listed as inhibitors; 370,000 tested, 0.041% active;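 also: potency is read from the fitted curve at half-maximal effect; 0% = no-compound wells and -100% = no-enzyme wells; nearly all actives have a fitted effect of over 25% in size; some results filed as inactive show a strong effect at the top dose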
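AmpC (5.3 nM in the dispensed reagent) in 20 mM phosphate pH 7.0 with 0.01% (detergent screen) or 0.0001% Triton X-100 was preincubated with compounds for 15 min at room temperature. Nitrocefin was then added from an 800 uM solution, and hydrolysis was followed at 480 nm.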
The depositor's hits bear a star; ? = inconclusive; nt = no result given; & = joins results of further samples; [ ] = another dose, or the depositor's remark. Unless noted, calls follow the shape of the dose curve; as a rule, active = well fitted curve in the direction sought with a large enough effect; inconclusive = small, poorly fitted or top-dose-only effect, or another doubt; inactive = no such curve, though single readings can be large; an effect the other way counts as inactive or inconclusive. Unless noted, % is scaled to controls: 0 for no effect and ±100 for the full control effect.

SMILES | Tb PYK inh | AMA1 RON2 block | AmpC no deterg | LmPK inh | HCV inhibitor | HCMV inh | AmpC inh detg
CC(C)C(OC(=O)c1nsc(Cl)c1Cl)C(=O)NCc1ccc2c(c1)OCO2 (stereo unspecified) | 5% | 37%[activator] | -25% | 2% | 1% | 56 | 1%
COc1ccc(C(=O)N2CCC(C(=O)c3c(C)cc(C)cc3C)CC2)cc1 | 0% | -12% | 82%[activator] | 1% | ? | -2 | -11%
CCCCn1c(=O)c(C(=O)c2ccccc2)nc2ccccc21 | 1% | -22% | -8% | -2% | ? | -26 | -5%
COc1cccc(N2CCN(C3=NS(=O)(=O)C(c4ccc(C)cc4)=C3C)CC2)c1 | -3%[15.4 µM] | nt | nt | nt | nt | 0 | -5%
CCOC(=O)[C@]12CCC=C1N(CCC1=CCCCC1)C(=O)[C@H](CC(=O)NCCCOC)C2 | -11% | 0% | nt | nt | nt | -11 | nt
COCCn1c(SCC(=O)Nc2c(C)n(C)n(-c3ccccc3)c2=O)nnc1-c1ccncc1 | -6% | -2% | -11% | nt | 0% | 25 | -3%
Cc1ccc(S(=O)(=O)NC2CCCc3ccccc32)cc1C (stereo unspecified) | 1% | -1% | -24% | 11% | -7% | -1 | -7%
CCOc1ccc(Nc2cc(=O)n(C)c(=O)n2C)cc1 | 5% | -3% | -6% | -2% | 6% | -5 | ?
O=C(NCCCN1CCCC1=O)c1cccc(S(=O)(=O)N2CCCCC2)c1 | -2% | -4% | 3% | nt | -8% | -25 | 2%
c1ccc(CN2CCN(c3nc4ccccc4c4ccccc34)CC2)cc1 | 2% | -8% | -2% | 7% | ? | ? | -14%
CCOCCOc1nc2c(c(=O)n(C)c(=O)n2C)n1CCc1ccccc1 | 3% | 0% | 48% | 3% | -1%&-21% | 15 | 4%
CCCCSc1nnc2c(n1)OC(C(=O)c1ccccc1)Nc1ccccc1-2 (stereo unspecified) | nt | nt | -20% | -3% | nt | nt | -5%
Cc1cccc(C)c1OCCOC(=O)c1ccc(S(=O)(=O)N2CCCC2)cc1 | -13% | -2% | nt | nt | nt | 3 | nt
CC(=O)N(c1ccccc1C)C1CCCC1 | -1% | 11% | -16% | -8% | 32%[activator] | -27 | -12%
CC=C(CC)C1(CCC)C(=O)NC(=S)NC1=O | -1% | -10% | nt | nt | 21% | -1 | nt
Cc1ccc(OCCCCn2ccnc2C)c(C)c1 | 8% | -11% | 23% | -1% | ? | ? | 3%
O=C(Oc1ccc2c(=O)c(Oc3ccc4ccccc4c3)coc2c1)c1ccco1 | -2% | -22% | -56% | 3% | 14% | -13 | 1%
CC(C)(C)c1ccc(C(=O)NCCC(=O)N2CCN(c3ncccn3)CC2)cc1 | 8% | 8% | 99%[activator] | 8% | 0% | 33 | -9%
Cc1nn(-c2ccccc2)c(-n2cccc2)c1C(=O)O | -5% | -10% | -20% | 2% | 9% | -34 | -13%
CN(NC(=O)/C=C/C(=O)O)c1ncc(C(F)(F)F)cc1Cl | 8% | 7% | -29% | 5% | 4% | 3 | 6%
COc1ccc(NC(=O)C2CCCN2C(=O)Nc2ccccc2)cc1OC (stereo unspecified) | 7% | -4% | -5% | -1% | ? | 36 | -8%
C=CCC(O)(CC=C)C(C)N (stereo unspecified) | 0% | -1% | -22% | 9% | -6% | -37 | 9%
Cc1cccc(Cn2c(SCCN3CCCCC3)nc3c2c(=O)[nH]c(=O)n3C)c1 | 5% | 2% | -14% | 1% | 10% | -29 | 14%
CCN1C(=O)[C@H]2[C@@H](c3ccc(OC)cc3)N[C@]3(CCCN(Cc4ccco4)C3=O)[C@H]2C1=O | 0% | -1% | nt | nt | nt | -1 | nt
Cc1cccc(NC(=O)CSc2nnc(NC(=O)c3ccc(S(=O)(=O)N4CCOCC4)cc3)s2)c1C | nt | nt | ? | -3% | -4% | -7 | -10%
O=S(=O)(Nc1cccc(-c2cn3c(n2)SCC3)c1)c1ccc(F)cc1F | -4% | -4% | -41% | 2% | 6% | ? | -1%
COc1ccc(-c2cc(=O)[nH]c(NCc3ccccc3)n2)cc1 | -5% | -5% | -13% | 2% | -16% | -17 | -5%
CCOc1ccc2[nH]c3c(N4CCC5(CC4)OCCO5)ncnc3c2c1 | -4% | -17% | -3% | 6% | ? | -21 | 9%
C=CCNC(=S)N/N=C/c1ccccc1OCCOc1ccccc1 | -8% | 23% | -30% | 3% | 1% | -26 | -15%
O=C(Nc1ccc2c(c1)OCO2)C1Cc2c(-c3cccnc3)ccnc2O1 (stereo unspecified) | 0% | 2% | nt | nt | nt | -14 | nt
CC1(C)CC(=O)C2=C(C1)c1c(ccc3ccccc13)NC2c1ccc(C(=O)O)cc1 (stereo unspecified) | -9% | 5% | -25% | 3% | -5% | 1 | -5%
O=C(NNC(=O)C1CC(c2cccnc2)=NO1)Nc1ccccc1F (stereo unspecified) | 0% | 77%[activator] | -6% | -1% | 18% | -37 | 3%
CCN(CC)CCCNC(=O)c1ccc2nc(N3CCCCC3)sc2c1 | 2% | nt | nt | nt | nt | 64 | 4%
O=C(Cc1ccc(Br)cc1)N1CCN(C(=O)c2ccco2)CC1 | -4% | -17% | -1% | -1% | 10% | -18 | 0%
COc1ccc(-c2nnn(CC(=O)Nc3ccc4c(c3)OCCO4)n2)cc1OC | 5% | -4% | -9% | nt | 15% | nt | ?
COc1cccc(NC(=O)N2CCCC2C(=O)Nc2ccc3c(c2)OCCO3)c1 (stereo unspecified) | 1% | -4% | -20% | -2% | 6% | 5 | 2%
Cc1nc(-c2ccc(F)cc2)sc1CCNC(=O)C(=O)Nc1ccc2c(c1)OCCO2 | 0% | nt | nt | nt | nt | 16 | ?
CCCCn1ccc(=O)c2c(C(F)(F)F)nccc21 | 6% | 2% | nt | 0% | ? | ? | -1%
COC(=O)COc1ccc(NC(=O)c2ccco2)cc1 | 0% | 0% | -5% | -14% | 31%[activator] | -15 | 3%
COc1ccc(C(=O)NNC(=S)NC(=O)c2ccccc2[N+](=O)[O-])cc1 | -6% | 21% | -13% | 2% | 11% | -8 | 4%
COc1ccc(-c2nc3c(c(=O)[nH]c(=O)n3Cc3ccccc3)n2CCO)cc1 | 0% | 4% | -19% | -11% | -10% | 2 | -6%
CSc1cccc(NC(=S)N(C(C)C)C(C)c2ccccn2)c1 (stereo unspecified) | 5% | 28% | -27% | 8% | -4% | 31 | 9%
CCOC(=O)N1CCC(=NNC(=O)NC2CCCCC2)CC1 | 6% | 5% | -13%[2.29 µM] | -1% | 1% | -7 | 1%
CCc1ccccc1NC(=O)Cn1nc(-c2cc(C)ccc2C)c2c(c1=O)CCCC2 | -2% | nt | nt | nt | nt | 1 | 1%
Clc1ccc(Cn2c(-c3cccnc3Cl)nc3ccccc32)c(Cl)c1 | -5% | -9% | 43% | 4% | -18% | -24 | ?

Exported comma-delimited: entries from further up
Compound,Tb PYK inh,AMA1 RON2 block,AmpC no deterg,LmPK inh,HCV inhibitor,HCMV inh,AmpC inh detg
CCCCn1ccc(=O)c2c(C(F)(F)F)nccc21,6%,2%,nt,0%,?,?,-1%
COc1ccc(-c2nc3c(c(=O)[nH]c(=O)n3Cc3ccccc3)n2CCO)cc1,0%,4%,-19%,-11%,-10%,2,-6%

Further results
SMILES | Tb PYK inh | AMA1 RON2 block | AmpC no deterg | LmPK inh | HCV inhibitor | HCMV inh | AmpC inh detg
CC1CCCCC1NC(=O)C(=O)NCC1CCCO1 (stereo unspecified) | 1% | 6% | -11% | 5% | 10% | 20 | 3%
CCC(CC)c1nn2c(=O)cc(COc3ccc(NC(=O)c4ccc(C)cc4)cc3)nc2s1 | -5% | nt | nt | nt | nt | 3 | 12%
COc1ccc(C(=O)OCC(=O)c2ccc3c(c2)NC(=O)CO3)cc1S(=O)(=O)N1CCOCC1 | -1% | -8% | 34% | nt | -9% | -26 | nt
CC(C)(C)OC(=O)N1CCC(c2c(C(=O)NCc3ccco3)cnn2-c2ccccc2Cl)CC1 | 3%[15.4 µM] | nt | nt | nt | nt | 0 | 21%
CC(C)(C)Cc1nc2ccccc2n1CCc1ccccc1 | -2% | -14% | 0% | 2% | -26% | -30 | 0%
NC(=O)c1cccc(-c2coc3c(C(=O)NCc4cccnc4)cccc23)c1 | 2% | 2% | nt | nt | nt | 2 | nt
COCCNC(=O)c1nn(-c2cc(OC)cc(OC)c2)c(=O)c2ccccc12 | 0% | 1% | 38% | -8% | 6% | 18 | 11%
Cc1ccccc1-c1nc(CN2CCC(C(=O)NC3CC3)CC2)c(C)o1 | 0% | -4% | -1% | 0% | ? | -29 | ?
CCCCCCCCC(=O)Nc1cc(C)ccc1OC | -2% | 24% | -19% | 0% | -4% | -13 | ?
Cc1cccc2c1-c1sc(C(=O)NCCCN3CCc4ccccc4C3)cc1CO2 | 17% | 0% | 97%[activator] | -2% | ? | -10 | -6%
O=C(NCc1nc2ccccc2[nH]1)C1=C[C@H](c2csc3ccccc23)C[C@H](OCc2ccc(CO)cc2)O1 | 7% | -2% | -1% | -2% | ? | -62* | 0%

By substructure, the compounds so far with a halogen.
SMILES | Tb PYK inh | AMA1 RON2 block | AmpC no deterg | LmPK inh | HCV inhibitor | HCMV inh | AmpC inh detg
CC(C)C(OC(=O)c1nsc(Cl)c1Cl)C(=O)NCc1ccc2c(c1)OCO2 (stereo unspecified) | 5% | 37%[activator] | -25% | 2% | 1% | 56 | 1%
CN(NC(=O)/C=C/C(=O)O)c1ncc(C(F)(F)F)cc1Cl | 8% | 7% | -29% | 5% | 4% | 3 | 6%
O=S(=O)(Nc1cccc(-c2cn3c(n2)SCC3)c1)c1ccc(F)cc1F | -4% | -4% | -41% | 2% | 6% | ? | -1%
O=C(NNC(=O)C1CC(c2cccnc2)=NO1)Nc1ccccc1F (stereo unspecified) | 0% | 77%[activator] | -6% | -1% | 18% | -37 | 3%
O=C(Cc1ccc(Br)cc1)N1CCN(C(=O)c2ccco2)CC1 | -4% | -17% | -1% | -1% | 10% | -18 | 0%
Cc1nc(-c2ccc(F)cc2)sc1CCNC(=O)C(=O)Nc1ccc2c(c1)OCCO2 | 0% | nt | nt | nt | nt | 16 | ?
CCCCn1ccc(=O)c2c(C(F)(F)F)nccc21 | 6% | 2% | nt | 0% | ? | ? | -1%
Clc1ccc(Cn2c(-c3cccnc3Cl)nc3ccccc32)c(Cl)c1 | -5% | -9% | 43% | 4% | -18% | -24 | ?
CC(C)(C)OC(=O)N1CCC(c2c(C(=O)NCc3ccco3)cnn2-c2ccccc2Cl)CC1 | 3%[15.4 µM] | nt | nt | nt | nt | 0 | 21%

From PubChem BioAssay
